Screening data from PubChem.
MEKK2mut PB1 HTS – MEK5 binding signal on mutant MEKK2 PB1, primary screen, biochemical, multiplex bead flow cytometry, Alexa488-MEK5 | AID 1530, 2009 | percent response, % at 10 µM | Alexa488-MEK5 binding to MEKK2 mutant | actives 0.35% (n = 290,000); in the data active = percent response above about 24%, passing the limit was not always enough; also: inactives centre near 1; some results filed as inactive read as strong as hits
OXTR potentiator – human OXTR potentiators, primary screen, fluorescence, CHO-OTR cells, Fluo-8 calcium | Oxytocin receptor (Homo sapiens), P30559 | Fluo-8 calcium fluorescence, potentiator mode; 0% = oxytocin EC15, 100% = EC100 | activation, % at 3 µM | actives 0.061% (n = 320,000) | AID 2445, 2010;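 active = activation above that plate's cutoff, the mean activation of tested compounds plus 3 SD, cut at about 6.6% in these data, passing the limit was not always enough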;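 also: 100% uses oxytocin at 75 nM as the full agonist control; some results filed as inactive read as strong as hits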
Target sequence (P30559 whole entry, looked up): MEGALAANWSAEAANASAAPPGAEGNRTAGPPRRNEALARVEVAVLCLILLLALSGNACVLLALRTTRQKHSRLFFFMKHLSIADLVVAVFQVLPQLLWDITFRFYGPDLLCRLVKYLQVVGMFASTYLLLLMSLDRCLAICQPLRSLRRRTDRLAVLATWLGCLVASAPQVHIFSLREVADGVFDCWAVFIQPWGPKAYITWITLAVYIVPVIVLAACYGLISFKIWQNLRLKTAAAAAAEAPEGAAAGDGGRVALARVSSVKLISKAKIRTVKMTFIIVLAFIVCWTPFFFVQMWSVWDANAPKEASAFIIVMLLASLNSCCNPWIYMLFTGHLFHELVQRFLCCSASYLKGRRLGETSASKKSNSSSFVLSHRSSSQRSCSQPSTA
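Replication – single well per compound, singlicate · Assay system – CHO cell line stably expressing human OTR · Timing – 6 min pre-incubation, 100 s read · Measure – normalized max/min fluorescence ratio, % activation · Doses – 3.0 µM, one dose · Detection – Fluo-8 calcium dye fluorescence · Probe or stimulus – oxytocin near EC15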
MEKK2 WT-MEK5 – modulators of MEK5 binding to wildtype MEKK2, primary screen, biochemical, multiplex bead flow cytometry, Alexa488-MEK5; Alexa488-MEK5 binding to MEKK2 WT; actives lie on both sides; binding response (% of control), % at 10 µM; actives 1.1% (n = 290,000); AID 1531, 2009; in the data active = binding response below about 67% or above about 130%
PfM18AAP inh – PfM18AAP inhibitors, malaria aminopeptidase, primary screen, biochemical, QFRET, recombinant enzyme; actives 1.2% (n = 290,000); H-Glu-NHMec fluorogenic cleavage; AID 1822, 2009; inhibition, % at 7.35 µM;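 active = inhibition above the campaign mean inhibition over all tested compounds plus 3 SD, cut at about 28% in these data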;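 also: 0% = plate median of test compound wells and 100% = 2 mM ZnCl2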
GPR7 antag – GPR7 receptor antagonists, primary screen, cell-based, fluorescence, single concentration | inhibition, % at 4.4 µM | GPR7-expressing cells, fluorescence antagonist assay | AID 1861, 2009 | actives 1.1% (n = 290,000); in the data active = inhibition above about 16%, passing the limit was not always enough;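 also: cells stimulated with the agonist NPW; 0% = agonist with vehicle and 100% = vehicle without agonist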
Target sequence (P48145 whole entry, looked up): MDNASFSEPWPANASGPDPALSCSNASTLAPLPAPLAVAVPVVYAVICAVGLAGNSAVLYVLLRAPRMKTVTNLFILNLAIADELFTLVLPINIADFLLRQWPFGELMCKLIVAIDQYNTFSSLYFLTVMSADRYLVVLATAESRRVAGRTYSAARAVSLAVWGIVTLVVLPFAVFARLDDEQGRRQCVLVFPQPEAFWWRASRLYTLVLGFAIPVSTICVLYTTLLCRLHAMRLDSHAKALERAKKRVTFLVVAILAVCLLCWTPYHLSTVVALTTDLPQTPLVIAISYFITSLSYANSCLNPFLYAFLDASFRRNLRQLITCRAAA
OXTR ag – human OXTR agonists, primary screen, fluorescence, CHO-OTR cells, Fluo-8 calcium; Fluo-8 calcium fluorescence; normalized: DMSO 0%, oxytocin 100%; activation, % at 3 µM; actives 0.32% (n = 320,000); AID 2435, 2010;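 active = activation above the mean of all tested compounds plus 3 SD, cutoff set per screening run, cut at about 20% in these data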;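 also: peak over basal fluorescence ratio from a 100 s FLIPR kinetic read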
NALP1 inh – NALP1 inflammasome inhibitors in reconstituted yeast, colorimetric, S. cerevisiae, triplicate retest; S. cerevisiae NALP1/ASC/caspase-1 growth, X-gal OD620, 72 h; inhibition, % at 10 µM; actives 0.61% (n = 280,000); in the data active = inhibition mostly above about 24%, no sharp cut-off; inactive = mostly below about 32%; also: some compounds called inactive have numbers as strong as hits
GalR3 antag – GalR3 antagonists in HEK293 cells, primary screen, cell-based, fluorescence readout; inhibition, % at 3 µM; actives 0.44% (n = 360,000); HEK293 GalR3-CNG cAMP membrane potential fluorescence; galR3 body fused to GalR1 C-terminus; Galanin receptor type 3 (Homo sapiens), O60755;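 active = inhibition above the screen-wide average plus 3 SD, cut at about 13% in these data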;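 also: forskolin and galanin both at EC90 stimulate the cells; cAMP rise reported by CNG channel membrane potential dye signal; 0% = forskolin plus galanin with DMSO and 100% = forskolin alone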
Target sequence (O60755 1-299 limits assumed): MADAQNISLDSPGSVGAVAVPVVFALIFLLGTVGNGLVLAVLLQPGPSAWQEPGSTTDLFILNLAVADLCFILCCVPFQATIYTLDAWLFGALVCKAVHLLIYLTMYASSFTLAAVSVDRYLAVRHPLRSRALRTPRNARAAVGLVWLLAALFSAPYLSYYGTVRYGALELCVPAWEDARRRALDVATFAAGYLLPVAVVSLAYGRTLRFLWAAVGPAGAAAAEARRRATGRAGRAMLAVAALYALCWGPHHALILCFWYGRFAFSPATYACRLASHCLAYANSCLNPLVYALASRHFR
V1aR counter – agonists of human V1a receptor, primary screen, counter-screen for OXTR agonist project, fluorescence, CHO-V1R cells; Vasopressin V1a receptor (Homo sapiens), P37288; Fluo-8 calcium fluorescence, agonist mode; 0% DMSO, 100% 3 nM vasopressin; activation, % at 3 µM; actives 0.25% (n = 320,000); AID 2797, 2010;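 active = activation above the mean activation of all tested compounds plus 3 SD, per screening run, cut at about 20% in these data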;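 also: signal is peak over basal fluorescence ratio across a 100 second FLIPR read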
* hit, by the source's call; / = not tested or not shown; & = joins results of further samples.

SMILES	MEKK2mut PB1 HTS	OXTR potentiator	MEKK2 WT-MEK5	PfM18AAP inh	GPR7 antag	OXTR ag	NALP1 inh	GalR3 antag	V1aR counter
CCN(CC)C(=O)CSc1nc2ccccc2c(=O)n1CC	9	-4	102	-8	-8	-1.3	8	3	0.9
COC(=O)Nc1sc2c(c1C(N)=O)CCCCCC2	3	-15	107	16	-5	0.1	10	-5	0.2
CCOc1ccc(Cn2nnc(C(=O)NCc3ccccc3)c2N)cc1	0	-12	95	-6	36*	32*	-18	-1	27*
CSCC(=O)N1CCc2ccc(NC(=O)c3ccccc3Cl)cc2C1	5	1	106	-7	-6	1.5	2	-10	1.7
S=C(Nc1ccc(Cl)c(Cl)c1)N1CCCC1	5	-2	104	5	6	0.9	11	-7	3.2
O=C(CCC(=O)N1CCOc2ccccc21)N1CCOCC1	-4	-4	94	1	11	-0.5	22	/	0.5
CC(C)NC(=O)NS(=O)(=O)c1cnccc1NC1CC2CCC1C2 (stereo unspecified)	-3	-8	99	-5	11	0.1	-12	4	0.2
CCOc1cc2[nH]c(=S)n(CCOC)c(=O)c2cc1OCC	1	-3	101	-2	-7	-1.8	-7	1	-0.7
O=C(CNc1ccc2c(c1)OCO2)N/N=C\c1cn(Cc2ccccc2)c2ccccc12	-4	-4	92	23	-3	0.8	26	0	1.8
Cc1nc(SCC(=O)c2ccc(F)c(F)c2)[nH]c(=O)c1Oc1ccc(Cl)cc1	7	-4	103	-2	-17	-3.1	30	-6	0.3
COc1ccc(-c2cc(C(=O)Nc3cc(OC)cc(C(=O)Nc4cccc(C(F)(F)F)c4)c3)[nH]n2)cc1	5	-15	106	/	/	3.8	/	-7&-1	3.3
CCN(CC)C(=O)Nc1ccc(Br)cc1	3	-5	103	3	-4	-0.8	7	-1	0.3
O=C(CC(=O)Nc1ccccc1F)Nc1ccccc1F	3	-1	105	-18	-13	-0.1	7	-10	0.5
CC(=O)c1ccc(Nc2cnn(C34CC5CC(CC(CC(=O)O)(C5)C3)C4)c(=O)c2Cl)cc1	3	-7	106	-10	-1	0.6	7	-2	-0.3
COc1ccc(-c2nnnn2C)cc1S(=O)(=O)NCc1ccccc1	11	0	119	1	-13	0.7	15	-2	-0.1
CC(C)OCCCNC(=O)c1cc2c(=O)n(C)c3ccccc3c2n1C	-2	8	94	-12	-1	-0.8	48	-1	0.6
Cc1ccc(C)c(NC(=O)c2sc(Cl)nc2C)c1	-1	4	101	3	-13	-2.4	15	-4	-2.0
Cc1cc(C)c2ccc(C(=O)O)nc2c1O	4	-13	107	16	-1	-1.6	-24	-1	0.0
Brc1ccc2nc(N3CCN(c4ccccc4)CC3)sc2c1	-6	0	98	3	-5	0.8	-26	-6	0.5
O=c1c2ccccc2[nH]c(=S)n1CCCN1CCOCC1	-4	-4	100	17	3	0.2	10	-1	0.8
COCCN(C(=S)Nc1c(C)cc(C)cc1C)C(C)c1cccnc1 (stereo unspecified)	0	3	101	49*	-10	-0.5	18	-4	0.6
COc1ccc(CNCC(O)(c2ccccc2)c2ccccc2)cc1OC	4	-8	106	4	-6	-1.3	18	-7	-0.8
CC(C)Cc1ccc(C(=O)Nc2ccc(Cc3ccncc3)cc2)o1	6	/	100	2	-9	/	-11	-13	/
COc1ccc(C(=O)NN/C(=N/S(=O)(=O)c2ccc(C)cc2)c2ccccc2)cc1	5	-3	105	-3	3	0.1	4	-4	-1.1
CCOc1ccc(C(=O)COC(=O)c2nc3nccc(C)n3n2)cc1	/	4	/	/	/	-0.3	/	-5	0.3

Profiles, looked up by structure. Order of values: MEKK2mut PB1 HTS	OXTR potentiator	MEKK2 WT-MEK5	PfM18AAP inh	GPR7 antag	OXTR ag	NALP1 inh	GalR3 antag	V1aR counter
`COc1ccc(-c2nnnn2C)cc1S(=O)(=O)NCc1ccccc1` is listed as 11	0	119	1	-13	0.7	15	-2	-0.1
`S=C(Nc1ccc(Cl)c(Cl)c1)N1CCCC1` is listed as 5	-2	104	5	6	0.9	11	-7	3.2

Going on with the list.
SMILES	MEKK2mut PB1 HTS	OXTR potentiator	MEKK2 WT-MEK5	PfM18AAP inh	GPR7 antag	OXTR ag	NALP1 inh	GalR3 antag	V1aR counter
Cc1[nH]nc2c1/C(=N\O)CCC2	2	4	106	-9	-20	0.7	0	2	0.8
COC(=O)Cc1csc(NCc2ccccc2)n1	0	-2	98	10	7	-0.4	17	-9	0.5
Cn1c(=O)[nH]c(=O)c2c1nc(NCc1ccccc1)n2Cc1ccc(F)cc1	10	/	106	2	-10	/	5	-5	/
CN(CCCC(=O)Nc1ccc(Br)cc1F)S(=O)(=O)c1ccccc1	3	-15	110	3	-6	8.9	/	-3	8.1
O=C(COC(=O)Cc1ccccc1[N+](=O)[O-])NCC1CCCCC1	5	1	100	-4	-7	-0.6	-8	6	-0.1
COc1ccccc1NC(=O)N1CCC(C(=O)c2ccc(F)cc2)CC1	8	-4	107	-3	-7	0.2	18	-6	-0.1
O=C(NC1CCCCC1)N1CCCC(CNS(=O)(=O)Cc2ccccc2)C1 (stereo unspecified)	-11	-2	96	-6	-4	-1.3	-4	1	0.0
CC1CCN(C2=NC(=O)/C(=C/c3ccccc3F)S2)CC1	3	-7	100	2	8	-2.1	9	-14	-0.1
O=C(Nc1ccc(-c2cn3ccccc3n2)cc1)c1ccc(Cl)cc1	-1	-5	98	-2	-3	1.1	15	-1	0.5
CC(=O)Nc1ccccc1NC(=O)C/C(C)=N/NC(=O)C(=O)N1CCCCC1	-1	-1	103	4	-8	0.3	-12	-8	0.2
CN(C)CC(C)(C)CNC(=O)C1CCN(CCCc2ccccc2)CC1	8	0	115	2	-18	-0.2	13	-9	0.4
CCN(C(=O)COC(=O)CC1CCCCC1)c1c(N)n(Cc2ccccc2)c(=O)[nH]c1=O	/	-1	/	/	/	-0.4	/	-6	0.0
Cc1cc(NC(=O)c2cc(-c3cccc(OCC(C)C)c3)nc3ccccc23)no1	3	-2	98	0	-31	0.8	14	-1	1.1
O=C(CN1C(=O)C2C3CCC(C3)C2C1=O)OCC(=O)c1ccc(Br)cc1 (stereo unspecified)	3	-11	102	-12	-3	4.8	7	-3	6.9
CCC(=O)N(CCC1(C(C)C)CCOC(C)(C)C1)Cc1ccco1 (stereo unspecified)	-1	0	99	1	-2	-2.0	32	-6	-0.6
NC(=O)c1cc([N+](=O)[O-])ccc1NCC1CCCCC1	/	-8	/	/	/	-1.9	/	-3	-1.5
CCc1ccccc1N1C(=O)CN(Cc2cc(OC)c(OC)c(OC)c2)C1=S	3	-7	101	-2	5	0.0	-1	-10	0.8
COc1ccc(S(=O)(=O)N2CCCCCC2)cc1NC(=O)CCCOc1ccccc1	/	-8	/	/	/	0.9	/	-6	1.7
COC(=O)c1ccc(NC(=O)CN2C(=O)CCC2=O)cc1	-1	-12	95	-5	-4	0.5	-8	-5	5.8
O=[N+]([O-])c1ccccc1S(=O)(=O)N1CCN(C2CCCC2)CC1	-3	/	103	-2	-13	/	4	2	/
Cc1cc(C)cc(OCC(=O)NN2Cc3ccccc3C2=N)c1	-9	-13	89	-18	0	-1.0	32	-2	-0.3
COc1ccc(CNC(=O)C(C)N2CCN(S(=O)(=O)c3ccccc3F)CC2)cc1 (stereo unspecified)	/	-3	/	/	/	0.9	/	-2	10
CCOc1cccc2sc(N(CCCN(C)C)C(=O)c3ccc(S(=O)(=O)N4CCc5ccccc5C4)cc3)nc12	49*	-16	200*	-15	15	25*	24	-1	35*
O=C(NC1CCCCC1)C(c1ccccc1)N(C(=O)c1csnn1)C1CCCC1 (stereo unspecified)	2	2	103	-9	17	1.7	18	-12	1.3
CCN(CC)c1ccc(/C=N/Nc2nc(C)cc(=O)[nH]2)cc1	/	-8	/	-1	-2	-2.0	-2	-6	-1.2

Sorted by the number under GalR3 antag (largest number first): 3 from the list above
Molecule	GalR3 antag
CC(=O)c1ccc(Nc2cnn(C34CC5CC(CC(CC(=O)O)(C5)C3)C4)c(=O)c2Cl)cc1	-2
Cn1c(=O)[nH]c(=O)c2c1nc(NCc1ccccc1)n2Cc1ccc(F)cc1	-5
CCN(CC)c1ccc(/C=N/Nc2nc(C)cc(=O)[nH]2)cc1	-6

In the list so far, 2 have an aryl thioether with sulfur outside any ring:
SMILES	MEKK2mut PB1 HTS	OXTR potentiator	MEKK2 WT-MEK5	PfM18AAP inh	GPR7 antag	OXTR ag	NALP1 inh	GalR3 antag	V1aR counter
CCN(CC)C(=O)CSc1nc2ccccc2c(=O)n1CC	9	-4	102	-8	-8	-1.3	8	3	0.9
Cc1nc(SCC(=O)c2ccc(F)c(F)c2)[nH]c(=O)c1Oc1ccc(Cl)cc1	7	-4	103	-2	-17	-3.1	30	-6	0.3

Entries listed above that bear a hit mark in MEKK2 WT-MEK5:
SMILES | MEKK2mut PB1 HTS | MEKK2 WT-MEK5 | PfM18AAP inh | GPR7 antag | NALP1 inh | GalR3 antag
CCOc1cccc2sc(N(CCCN(C)C)C(=O)c3ccc(S(=O)(=O)N4CCc5ccccc5C4)cc3)nc12 | 49* | 200* | -15 | 15 | 24 | -1

Next structures follow.
SMILES	MEKK2mut PB1 HTS	OXTR potentiator	MEKK2 WT-MEK5	PfM18AAP inh	GPR7 antag	OXTR ag	NALP1 inh	GalR3 antag	V1aR counter
O=C(COc1ccc(-c2ccccc2)cc1)N/N=C/c1ccccc1Br	1	-11	98	-4	7	0.3	8	1	0.3
C=CCn1c(SCC(=O)NCc2ccco2)nc2sc(C)c(C)c2c1=O	7	-5	104	3	-5	-0.1	/	-4	-0.7
COc1ccc(NC(=O)c2cccs2)cn1	2	-9	108	-3	-14	-0.1	-4	-2	-0.4
COc1ccc(C)cc1N(C(=O)c1snc(C(N)=O)c1N)C(C(=O)NC1CCCC1)c1ccc(F)cc1 (stereo unspecified)	-10	-8	97	-1	-7	-1.2	21	-6	0.4
CCCn1cc(SCC(=O)NCc2ccco2)c2ccccc21	2	-1	99	2	20	-1.1	/	-8	-1.3
CCOc1ccc(S(=O)(=O)/N=C(/Nc2ccc(OC)cc2)c2ccccc2)cc1	0	-10	99	-1	-19	-1.0	-14	-4	0.3
COC(=O)c1cn(C(=O)c2ccccc2Cl)c2ccccc12	3	-3	105	0	-13	-2.1	-3	-4	-0.9
CCOc1ccc(C(=O)C(C)OC(=O)c2nc(Cl)ccc2Cl)cc1 (stereo unspecified)	/	-9	/	/	/	-1.9	/	-2	-0.1
